Compound activity: PubChem, National Center for Advancing Translational Sciences (NCATS)
GLP1R inv ag = qHTS of GLP-1 Receptor Inverse Agonists (Inhibition Mode); AID 624417, 2012; Potency, µM (series often up to 38.3 µM), inactives show at the highest dose activity change, negative = inhibition, hits mostly inhibitors; HEK293 GLP-1R CRE-luciferase, luminescence, 24 h; GLP-1R form is constitutively active; hit rate 1.6% among 410,000; further: potency means the concentration at half of the fitted maximal effect; on the % scale 0 is the no-effect control and ±100 the full control effect; nearly all actives have a fitted effect of over 55% in size
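GLP-1R inverse agonism mode: basal reporter luminescence in engineered HEK293 cells measured after one day of compound exposure at 37 deg C, with a 12 min room-temperature detection step.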
D3 antag = qHTS of D3 Dopamine Receptor Antagonist: qHTS; D(3) dopamine receptor (Homo sapiens), P35462; D3R cells, DiscoveRx beta-arrestin luminescence, antagonist mode; hits give low values; max response, negative = inhibition, %; hit rate 2.5% among 360,000; AID 652054, 2013; in the data active means max response below about -50%; inconclusive means no clear call, values can overlap the other calls; further: on the % scale 0 is the no-effect control and ±100 the full control effect; mostly tested at two doses, the higher about 12 µM
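Cells expressing the human receptor were seeded at 1500 cells/well, incubated overnight at 37 degrees C in 5% CO2, then exposed to library compounds with dopamine controls for 90 minutes at 37 degrees C before luminescent detection.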
HEK293 tox = qHTS of GLP-1 Receptor Inverse Agonists: Cytotox Screen. HEK293 cAMP-luciferase reporter cells, luminescence, 24 h. Potency, µM (top dose mostly 38.3 µM), for inactives: top-dose activity change, negative = inhibition, usual class: inhibitors. hit rate 0.13% among 410,000;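 further: loss of luciferase light is scored as toxicity; potency means the concentration at half of the fitted maximal effect; on the % scale 0 is the no-effect control and ±100 the full control effect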
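Cells in DMEM/10% Nu serum/1% pen-strep, 1536-well format. Pre-incubated 12 h, dosed with 23 nL compound, incubated a further 24 h. Luciferase detection, 12 min at room temp, luminescence.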
PLK1 PBD block = qHTS for Inhibitors of PLK1-PDB (polo-like kinase 1 - polo-box domain): Primary Screen. Serine/threonine-protein kinase PLK1 (Homo sapiens), P53350. Plk1 PBD binding of FITC phosphopeptide, fluorescence polarization. Potency, µM, inactives show max response, negative = inhibition, hits mostly inhibitors. hit rate 2.8% among 360,000. AID 720504, 2013; further: potency means the concentration at half of the fitted maximal effect; series mostly up to about 57 µM; on the % scale 0 is the no-effect control and ±100 the full control effect; nearly all actives have a fitted effect of over 65% in size
Target sequence (P53350 whole entry, looked up, the tested form may be a part): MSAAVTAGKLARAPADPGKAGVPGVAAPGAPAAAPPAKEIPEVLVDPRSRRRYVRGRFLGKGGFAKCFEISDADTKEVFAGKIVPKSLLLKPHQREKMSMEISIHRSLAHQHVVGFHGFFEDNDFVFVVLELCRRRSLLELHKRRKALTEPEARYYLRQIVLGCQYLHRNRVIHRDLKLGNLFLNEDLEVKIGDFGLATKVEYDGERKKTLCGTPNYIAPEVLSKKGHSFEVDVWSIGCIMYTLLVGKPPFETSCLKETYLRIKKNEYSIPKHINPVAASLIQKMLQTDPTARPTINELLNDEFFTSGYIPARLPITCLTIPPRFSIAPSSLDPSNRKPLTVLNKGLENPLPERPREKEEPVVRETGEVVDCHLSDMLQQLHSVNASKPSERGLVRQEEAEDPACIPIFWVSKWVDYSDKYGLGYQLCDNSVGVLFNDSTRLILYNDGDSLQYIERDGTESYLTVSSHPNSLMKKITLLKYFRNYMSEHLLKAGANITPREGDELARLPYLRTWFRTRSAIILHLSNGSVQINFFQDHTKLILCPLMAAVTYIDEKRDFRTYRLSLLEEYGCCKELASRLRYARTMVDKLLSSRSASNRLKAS
IL2 activator = qHTS of IL-2 Activators; hit rate 0.065% among 360,000; AID 652025, 2013; IL-2 activation reporter assay, cell-based qHTS; stimulated with anti-CD3/CD4/CD28 beads; in transgenic mouse T cells; activation, % (series mostly up to about 46 µM); in the data active means activation above about 50%; inconclusive means mostly about 30% to 49%; further: 0% is about no effect
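Readout is EGFP and DsRed signal by fluorescent plate cytometry after 18 h at 37 degrees C. Transgenic mouse T cells (750/well) received compound for 60 min before bead stimulation (anti-CD3, anti-CD4, anti-CD28); memory T cells served as non-tolerant control.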
DRD3 agonist = qHTS of D3 Dopamine Receptor Agonist: qHTS; max activation, %; hit rate 0.58% among 410,000; D(3) dopamine receptor (Homo sapiens), P35462; D3R DiscoveRx beta-arrestin cells, luminescence, 90 min; in the data active means max activation above about 30%; further: 0% is about no effect; mostly tested at two doses, the higher about 12 µM
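Cells at 1500/well, incubated overnight, then treated with pinned compounds (dopamine as control) for 90 min at 37 degrees C. DiscoveRx reagent added for 30 - 60 minutes at room temperature; luminescence read.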
PI5P4Ka inh = qHTS for Inhibitors of phosphatidylinositol 5-phosphate 4-kinase (PI5P4K); PI5P4Kalpha enzyme, ADP-Glo luminescence, 60 min; hits give low values; max response, %; hit rate 1.2% among 330,000; active means max response of -50% or lower; inconclusive means between -30% and -50%; inactive means -30% or higher; further: value at the top dose of about 77 µM; on the % scale 0 is the no-effect control and ±100 the full control effect
Target sequence (P48426 whole entry, looked up): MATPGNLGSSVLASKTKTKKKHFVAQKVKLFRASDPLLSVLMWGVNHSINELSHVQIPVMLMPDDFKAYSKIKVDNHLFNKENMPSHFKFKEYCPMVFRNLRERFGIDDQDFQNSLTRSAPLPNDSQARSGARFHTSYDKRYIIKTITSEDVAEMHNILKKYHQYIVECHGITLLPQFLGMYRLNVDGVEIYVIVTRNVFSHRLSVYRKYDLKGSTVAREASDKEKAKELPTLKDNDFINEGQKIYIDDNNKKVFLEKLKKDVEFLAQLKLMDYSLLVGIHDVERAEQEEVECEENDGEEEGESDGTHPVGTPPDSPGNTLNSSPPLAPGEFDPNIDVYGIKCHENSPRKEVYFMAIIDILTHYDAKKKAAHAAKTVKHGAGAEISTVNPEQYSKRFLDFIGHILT
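qHTS, 1536-well: enzyme/substrate mix, compound by pin tool, 5 microM ATP final; RT 60 min; ADP-Glo reagents 1 (45 min) then 2 (30 min); luminescence.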
GLP1R ag = qHTS of GLP-1 Receptor Agonists; AID 624172, 2012; HEK293 GLP-1R CRE-luciferase, luminescence, 4-6 h; cells express a hypersensitive GLP-1R form; hit rate 0.007% among 380,000; Potency, µM (top dose mostly 45.6 µM), for inactives: top-dose activation, actives largely listed as activators; further: potency means the concentration at half of the fitted maximal effect; % of control where 0% means no effect
WRN helicase inh = qHTS for Inhibitors of WRN Helicase | Potency, µM (highest dose often 114 µM), inactives show top-dose activity change, negative = inhibition, most hits filed as inhibitors | AID 651768, 2012 | hit rate 0.46% among 360,000 | WRN helicase unwinding, fluorescent forked duplex, kinetic; further: potency means the concentration at half of the fitted maximal effect; on the % scale 0 is the no-effect control and ±100 the full control effect; nearly all actives have a fitted effect of over 55% in size
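WRN at 20 nM final was preincubated with compound for 15 min at room temperature; reaction started with 100 nM forked duplex oligonucleotide carrying fluorophore and quencher plus 2 mM ATP (final). Unwinding followed kinetically by red fluorescence (ex 525/em 598 nm).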
Active calls of the source: *; ? = inconclusive; . = not tested or not shown; & = joins results of further samples; [ ] = remark or other dose. Unless noted, the call rests on the fitted dose curve; in most records, active means well fitted curve in the direction sought with a large enough effect; inconclusive means small, poorly fitted or top-dose-only effect, or another doubt; inactive means no such curve, though single readings can be large; an effect the other way counts as inactive or inconclusive.

Start of the data: the first 6 compounds, ahead of the listing:
entry	smiles	D3 antag	GLP1R ag	PLK1 PBD block	WRN helicase inh	DRD3 agonist	PI5P4Ka inh	HEK293 tox	GLP1R inv ag	IL2 activator
1	COc1ccc(CCNC(=O)c2n[nH]c3ccccc23)cc1	16	-4%	12%	-4%	4	-2	-19%	?	1.0
2	COc1ccc(CNC(=O)COC(=O)c2sccc2C)cc1OC	4	6%	-1%	2%	-7	-2	4%	-2%	1.8
3	O=C(NC1CCCCC1)C(c1ccc2ncccc2c1)N(Cc1ccco1)C(=O)c1ccc2c(c1)OCCO2 (stereo not given)	30	15%	-2%	-3%	6	8	8%	-1%	0.5
4	CC(C)c1ccc(NC2CCCN(C(=O)c3n[nH]c4c3CCC4)C2)cc1 (stereo not given)	19	10%	-1%	0%	4	3	-11%	?	-4.8
5	Cc1ccccc1C(=O)NCC(=O)NNC(=S)NC(=O)c1ccccc1	-27	0%	?	-11%	2	-14	-3%	9%	6.4
6	O=C(c1ccccc1)N1CCC(c2nc3c(nnn3Cc3ccccc3Cl)c(=O)[nH]2)CC1	12	19%	-4%	-12%	11	.	?	98%[activator]	3.1

All compounds of this part, repeating the preview:
entry	smiles	D3 antag	GLP1R ag	PLK1 PBD block	WRN helicase inh	DRD3 agonist	PI5P4Ka inh	HEK293 tox	GLP1R inv ag	IL2 activator
1	COc1ccc(CCNC(=O)c2n[nH]c3ccccc23)cc1	16	-4%	12%	-4%	4	-2	-19%	?	1.0
2	COc1ccc(CNC(=O)COC(=O)c2sccc2C)cc1OC	4	6%	-1%	2%	-7	-2	4%	-2%	1.8
3	O=C(NC1CCCCC1)C(c1ccc2ncccc2c1)N(Cc1ccco1)C(=O)c1ccc2c(c1)OCCO2 (stereo not given)	30	15%	-2%	-3%	6	8	8%	-1%	0.5
4	CC(C)c1ccc(NC2CCCN(C(=O)c3n[nH]c4c3CCC4)C2)cc1 (stereo not given)	19	10%	-1%	0%	4	3	-11%	?	-4.8
5	Cc1ccccc1C(=O)NCC(=O)NNC(=S)NC(=O)c1ccccc1	-27	0%	?	-11%	2	-14	-3%	9%	6.4
6	O=C(c1ccccc1)N1CCC(c2nc3c(nnn3Cc3ccccc3Cl)c(=O)[nH]2)CC1	12	19%	-4%	-12%	11	.	?	98%[activator]	3.1
7	CCN(C(=O)COC(=O)CCC(=O)c1ccc(C)cc1)c1c(N)n(Cc2ccccc2)c(=O)[nH]c1=O	-27	-2%	3%	-3%	-6	3	2%	15%	0.7
8	CCOC(=O)c1cnc2c(C)cccc2c1NCCc1ccc(OC)c(OC)c1	61	14%	?	-6%	-7&6	8	-10%&-15%	?	-0.6
9	CCOc1ccc(NC(=O)CCC(=O)N/N=C2\CCCc3ccccc32)cc1	-12	-3%	-5%	-9%	4	-10	-5%	-2%	-0.2
10	COc1ccc(CCNC(=O)CCC(=O)c2cccs2)cc1OC	19	-1%	0%	-6%	-4	0	1%	22%	-0.6
11	COc1ccc(N=Cc2nc(-c3ccccc3)oc2OC(=O)c2ccccc2)cc1	4	-2%	?	-1%	1	4	-9%	-8%	-1.9
12	COC(=O)c1sccc1NC(=O)Nc1ccc(OC)cc1	2	4%	3%	-6%	8	?	-14%	26%	-1.6
13	CCc1cc(=O)oc2c(C)c(OCC(=O)NCC3CCC(C(=O)O)CC3)ccc12 (stereo not given)	14	1%	4%	-2%	26	6	-7%	17%	-0.2
14	COCCCN1CN(S(=O)(=O)c2cccs2)c2nc3ccccc3nc21	-5	16%	-8%	-5%	14	3	-6%	15%	1.1
15	O=C(C(Cc1ccccc1)n1cccc1)N1CCc2ccccc21 (stereo not given)	-16	8%	-12%	-1%	0	10	15%	?	-4.1
16	CCC1=Nc2cc(C(=O)NCc3ccco3)ccc2Sc2ccccc21	?	-5%	-16%	-7%	-12	-20	?	?	-3.9
17	O=C(O)CCc1ccc(-c2cccs2)n1NC(=O)c1ccccc1Br	-16	-3%	-8%	-30%	-22	.	-3%	0%	-3.4
18	Cc1cccc(C(=O)NC2CCN(C(=S)NCc3ccco3)CC2)c1	?	8%	-15%	-5%	-6	.	5%	3%	0.8
19	Oc1ccc(CN2CCN(c3ncccn3)CC2)cc1	-9	-4%	4%	11%	23	2	-6%	21%	1.0
20	CN1CCN(C(=O)CCNC(=O)Cn2cnc3ccccc3c2=O)CC1	0	1%	-13%	2%	26	0	16%	11%	-2.8
21	C(=C\c1ccc2nncn2c1)/c1ccccc1	17	3%	-12%	-12%[57.1 µM]	-3	?	1%	12%	-0.2
22	O=c1[nH]c(/C=C/c2ccccc2Cl)c([N+](=O)[O-])c(=O)[nH]1	10	-3%	-29%	-35%	-2	-69*	-2%	-12%	0.7
23	C/C(CC(=O)Nc1cccnc1)=N/NC(=O)COc1ccc(Cl)cc1Br	5	16%	-3%	0%	2	-7	-2%	-13%	-0.2
24	O=C(O)CCCC(=O)Nc1ccccc1C(=O)N1CCCC1	34	-1%	-7%	4%	3	-14	-7%	9%	-0.5
25	CN(CC(=O)Nc1ccc(Cl)cc1)C(=O)Cn1[nH]c(=O)c2ccccc2c1=O	14	13%	-1%	-1%	5	-2	-4%	5%	-0.7
26	CCOC(=O)CSc1nc(-c2cccs2)nc2c1c(=O)n(C)c(=O)n2C	20	-3%	-8%	6%	4	0	2%	-7%	-2.5
27	Cn1c2c(c(=O)n(C)c1=O)[C@@]1(C(=O)Nc3ccccc31)C(C#N)=C(N)O2	-9	8%	?	-5%	3	-13	1%	5%	-1.0
28	Cc1onc(-c2ccccc2)c1C(=O)Nc1nnc(-c2ccncc2)s1	-14	1%	-13%	-8%	-14	.	9%	9%	-1.7
29	COc1cc(OC)cc(-c2noc([C@H]3C[C@H](O)[C@@H](CO)O3)n2)c1	6	-2%	-11%	-4%	3	1	4%	3%	-0.8
30	CN(C)c1ccc(/C=C(\C#N)c2ccccc2)cc1	7	6%	1%	5%	0	2	?	?	-4.4
31	CC1=C(C(=O)Nc2cccnc2)C(c2ccc(F)cc2)n2nc(SCc3ccccc3)nc2N1 (stereo not given)	.	-2%	.	.	6	.	-3%	1%	.
32	O=C(N1CCOCC1)N1CCC(n2nnc3cc(F)ccc32)CC1	0	-5%	-27%	-1%	-8	3	25%	-8%	-4.3
33	CSC1=NCCN1C(=O)c1ccc(S(=O)(=O)N2CCOCC2)cc1	0	-2%	?	3%	2	-4	-9%	6%	-0.5
34	O=C(c1cc(-c2ccc3c(c2)OCO3)on1)N1CCN(c2ccc(F)cc2)CC1	8	9%	0%	11%	-10	.	4%	0%	-2.8
35	CCOc1ccc(NC(=O)COc2ccc3c(c2)CCC3)cc1OC	-11	-5%	-11%	-3%	-22	0	-4%	?	0.5
36	COC(=O)c1c(O)ccc(Oc2ccccc2)c1C(=O)OC	25	-1%	1%	-17%	0	9	6%	0%	-1.5
37	CC(=O)Oc1ccccc1Cn1c(C)c(C(=O)NCc2ccc(F)cc2)sc1=O	7	8%	4%	-7%[57.1 µM]	1	0	-25%	?	2.3
38	COc1ccc(C(=O)O)cc1S(=O)(=O)Nc1ccc2cn[nH]c2c1	9	-11%	3%	-8%	1	-8	-1%	9%	1.3
39	CN(CC1CCCN(CCc2ccccc2F)C1)C(=O)c1cc2ccccc2o1 (stereo not given)	-23	16%	-7%	3%	0	0	7%	?	0.0
40	COc1ccc(-c2nc(C#N)c(N3CCN(C(=O)c4ccco4)CC3)o2)cc1OC	12	-3%	2%	-1%	-10	-3	7%	20%	-0.2
41	O=C(NCC(c1ccco1)N1CCc2ccccc2C1)C(=O)Nc1ccccc1F (stereo not given)	-17	-10%	-1%	-2%	-16	8	-2%	?	-4.3
42	CN(c1ccc(C(=O)N2CCc3ccccc3C2)cc1)S(C)(=O)=O	30	-16%	-6%	-13%	6	-2	-24%	0%	0.2
43	COc1cccc(NC(=O)C(C)(C)C)c1	-23	1%	-15%	-1%	1	-3	-5%	8%	1.0
44	CS(=O)(=O)N(CC(=O)N/N=C/c1cccs1)c1cccc(Cl)c1Cl	46	13%	-5%	-27%	-2	19	-7%	?	-3.4
45	O=C1C=C(c2ccc3cc[nH]c3c2)C[C@@H](c2ccc3c(c2)OCO3)C1	-8	24%	?	?	-10	?	3%	-6%	-3.7
46	CN(C)S(=O)(=O)c1ccc(C(=O)Nc2ccc(CN3CCCC3)cc2)cc1	13	9%	-3%	-9%	3	1	13%	?	2.1
47	Oc1ccc(/C=N/N=C/c2ccc(O)cc2)cc1	-12	4%	3%	7%	2	-5	-3%	-8%	-2.5
48	O=C(Nc1ccccc1N1CCOCC1)c1ccncc1	5	-1%	1%	-5%	0	-1	4%	17%	0.8
